# Screens: PubChem BioAssay, The Scripps Research Institute Molecular Screening Center
# SIAE inh – human SIAE inhibition, primary screen; Q9HAT2; SIAE FP-Rh probe binding, fluorescence polarization; inhibition, % at 9.66 µM; hit rate 0.69% among 370,000; AID 1053197;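 active = inhibition above a cutoff: mean of compounds within the control limits plus 3 SD of those, cut at about 17% in these data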;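 note: 0% = plate median of compound wells and 100% = probe without SIAE protein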
# Target sequence (Q9HAT2 whole entry, looked up): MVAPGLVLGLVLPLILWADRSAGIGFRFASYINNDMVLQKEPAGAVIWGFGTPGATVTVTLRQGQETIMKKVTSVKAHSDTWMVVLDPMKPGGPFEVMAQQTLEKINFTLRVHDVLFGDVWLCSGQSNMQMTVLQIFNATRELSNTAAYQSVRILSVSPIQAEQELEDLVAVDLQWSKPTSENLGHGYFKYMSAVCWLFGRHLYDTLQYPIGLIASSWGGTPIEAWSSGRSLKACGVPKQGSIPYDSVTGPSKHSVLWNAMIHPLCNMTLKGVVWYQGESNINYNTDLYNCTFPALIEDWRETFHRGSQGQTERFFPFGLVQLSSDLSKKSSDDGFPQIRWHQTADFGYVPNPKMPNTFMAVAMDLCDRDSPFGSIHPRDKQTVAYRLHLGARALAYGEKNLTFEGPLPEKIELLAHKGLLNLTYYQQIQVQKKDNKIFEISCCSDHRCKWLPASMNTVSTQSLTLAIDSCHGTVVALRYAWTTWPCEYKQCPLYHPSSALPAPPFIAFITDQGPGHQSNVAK
# ADAM10 inh – inhibits human ADAM10; O14672; recombinant ADAM10, EDANS/DABCYL FRET peptide cleavage, 3 h; inhibition, % at 7 µM; hit rate 0.62% among 370,000; AID 720582;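 active = inhibition above a per-campaign cutoff equal to the mean of compounds falling between control-based bounds plus 3 SD, cut at about 20% in these data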;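 note: 0% = DMSO wells while the 100% control is not disclosed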
# ASAP1 inh – blocks human ASAP1-stimulated Arf1 GTP hydrolysis | GDP FP detection | Q9ULH1 | hit rate 0.19% among 360,000 | inhibition, % at 16.5 µM | AID 624377; in the data active = inhibition above about 25%;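 note: 0% = vehicle with enzyme and substrate and 100% = no enzyme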
# Target sequence (Q9ULH1 325-724 limits assumed): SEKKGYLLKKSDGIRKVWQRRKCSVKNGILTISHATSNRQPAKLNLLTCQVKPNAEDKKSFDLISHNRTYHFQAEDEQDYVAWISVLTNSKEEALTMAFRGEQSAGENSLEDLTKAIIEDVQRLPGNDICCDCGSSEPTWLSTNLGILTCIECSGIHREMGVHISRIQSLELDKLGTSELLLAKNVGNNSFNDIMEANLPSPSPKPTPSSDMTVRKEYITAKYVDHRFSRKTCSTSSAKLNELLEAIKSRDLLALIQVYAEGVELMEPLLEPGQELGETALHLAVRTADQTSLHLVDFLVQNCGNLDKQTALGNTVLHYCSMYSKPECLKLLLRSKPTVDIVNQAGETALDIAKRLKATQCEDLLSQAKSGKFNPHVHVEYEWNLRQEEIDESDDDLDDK
# PLC-gamma1 inh – PLC-gamma1 (human) inhibition, primary screen. P19174. purified PLC-gamma1, fluorogenic substrate, fluorescence. inhibition, % at 12.2 µM. hit rate 0.84% among 370,000. AID 720700; in the data active = inhibition above about 9.5%
# TDP2 absorb – blocks human TDP2 phosphodiesterase activity; recombinant TDP2, T5PNP hydrolysis, p-nitrophenol absorbance 415 nm; inhibition, % at 12.8 µM; hit rate 0.34% among 370,000;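 active = inhibition above the mean of all tested compounds plus 3 SD, set per campaign, cut at about 25% in these data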;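 note: 0% = DMSO with enzyme and 100% = buffer with substrate but no TDP2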
#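 Material: recombinant human TDP2; quantity: TDP2 enzyme at 120 nM final; medium: Tris-HCl pH 7.5 with MgCl2; compound: single concentration, 12.8 µM nominal, with 1% DMSO; incubation: 2 h enzyme incubation at 37 °C; signal: epi absorbance; measure: percent inhibition; benchmarks: high control without enzyme, low control DMSO plus TDP2; repeats: singlicate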
# ARFGAP1 inh – inhibits rat ARF GTPase activating protein 1. hit rate 0.26% among 360,000. Q62848. AID 651572. Arfgap1-stimulated ARF1 GTP hydrolysis, GDP FP detection. inhibition, % at 16.5 µM;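 active = inhibition above a per-plate limit, mean inhibition of low control wells plus 3 SD, cut at about 25% in these data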;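 note: 0% = DMSO wells with enzyme and 100% = wells lacking Arfgap1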
# Target sequence (Q62848 1-136 limits assumed): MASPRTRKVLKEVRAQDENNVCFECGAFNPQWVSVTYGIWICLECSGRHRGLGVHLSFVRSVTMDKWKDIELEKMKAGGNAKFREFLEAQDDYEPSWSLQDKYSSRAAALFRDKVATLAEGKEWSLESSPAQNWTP
#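 Repeats: one replicate per compound; assay system: rat Arfgap1 catalytic domain, aa 1-136; times: enzyme reaction 120 min at 25 °C after 20 min preincubation; detection: FP of antibody-bound GDP Alexa 633 tracer, ex 620/em 688 nm; benchmarks: high control wells lacking Arfgap1, low control full reaction with DMSO; reagent: human ARF1(Δ1-17)-GTP substrate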
# DDE Tn7 FP inh – disrupts Tn7 cyclic peptide binding to fibrin D-Dimer-E complex | FP displacement of FITC-Tn7 peptide from fibrin DD(E); 0% = median of compound wells per plate | inhibition, % at 8.3 µM | hit rate 0.13% among 370,000 | AID 720508;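 active = inhibition above the mean of compounds falling within the control limits plus 3 SD of them, cut at about 14% in these data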;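 note: 0% = plate median of compound wells and 100% = 10 µM Aha-Tn7 peptide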
#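 Assay system: human fibrin DD(E). Input: DD(E) 2 µM final. Medium: Tris buffer with calcium and detergent, pH 7.8. Compound dosing: single point at 8.3 µM. Timing: 10 min plus 3 h, room temperature. Technique: fluorescence polarization of the labelled Tn7 tracer. Read-out: percent inhibition. Replicates: singlicate testing.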
# PLCb3 inh – blocks human PLC-beta3 enzyme activity. Purified PLC-beta3, fluorogenic substrate, fluorescence. inhibition, % at 12.2 µM. hit rate 0.18% among 370,000. AID 720704; in the data active = inhibition above about 11%;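 note: 0% = median of compound wells on plate and 100% = full blocker control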
# DDE Tn6 FP inh – disrupts Tn6 cyclic peptide binding to fibrin D-Dimer-E complex. P02675. Fibrin DD(E) TRITC-Tn6 fluorescence polarization displacement. inhibition, % at 8.3 µM. hit rate 0.21% among 370,000. AID 720509;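 active = inhibition above a per-campaign cutoff: mean of compounds within control limits plus 3 SD, cut at about 15% in these data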;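 note: 0% = median of all compound wells on the plate and 100% = blocking peptide control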
# ADAM17 inh – ADAM17 inhibition, QFRET primary screen; AID 720648; inhibition, % at 6.95 µM; recombinant ADAM17, EDANS/DABCYL FRET peptide cleavage; hit rate 0.83% among 370,000;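 active = inhibition above the mean of compounds lying between control limits plus 3 SD, set per campaign, cut at about 8.5% in these data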;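 note: 0% = DMSO-only wells as the low control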
# Numbers without * were called inactive; i = inactive.
DDE Tn7 FP inh,SIAE inh,PLCb3 inh,ARFGAP1 inh,ADAM10 inh,Molecule,DDE Tn6 FP inh,TDP2 absorb,PLC-gamma1 inh,ASAP1 inh,ADAM17 inh
10.1,-0.9,-4.0,-17.3,-2.6,N#C/C(C(=O)N1CCCCC1)=C1/N=C(NC(=O)c2ccc(F)cc2)c2ccccc21,5.5,14.3,-2.6,0.1,4.1
-0.2,-2.3,-5.6,11.5,-11.5,O=C(CNC(=O)c1ccc2c(=O)n3c(nc2c1)CCC3)Nc1ccc(F)c(F)c1,-1.4,-2.6,2.7,-3.4,0.8
-4.2,-0.4,-3.4,12.7,7.6,Cc1ccc(CNC(=O)CSCc2cccc(F)c2)cc1,5.9,0.9,3.2,6.2,0.5
-0.2,3.4,-4.3,7.1,4.2,Cc1ccc(OCC(=O)NC2CCSc3ccccc32)cc1 (configuration not stated),7.0,0.1,2.5,8.5,2.5
-3.9,9.5,4.1,2.3,-5.7,Cc1ccc(CNCC2CCCO2)o1 (configuration not stated),1.1,2.7,1.4,-12.6,-1.4
-7.4,-0.6,0.5,-3.9,-7.8,COc1ccccc1CC(=O)NN1C(=O)c2ccccc2C1=O,-7.5,1.5,-0.3,2.8,-3.4
-1.6,-2.9,2.8,21.7,-2.7,OCCSc1ncnc2c1oc1ccccc12,7.1,-0.7,-0.4,0.0,-3.6
-11.0,5.5,-50.5,13.9,-5.6,Cc1ccc(N/N=C/C=C/c2ccco2)cc1,-1.5,4.5,-31.3,9.9,-2.3
-6.1,9.7,-3.1,3.2,0.1,COc1cc(/C=N/Nc2ccccn2)ccc1O,-2.4,-2.6,2.7,-9.2,1.3
6.0,6.5,-5.6,2.6,0.5,COc1cc(NC(=O)c2cc(C)nc3ccccc23)cc(OC)c1OC,-2.6,-0.7,-3.9,0.6,-0.8
-8.3,1.1,-0.1,6.7,-9.0,CCCCN(C)Cc1c(C)[nH]c2ccc(Cl)cc2c1=O,-0.7,-3.3,4.5,7.9,3.7
3.4,9.6,-4.2,0.3,2.1,CC(=O)C1=C(C)NC(SCC(N)=O)=C(C#N)C1CC(C)C (configuration not stated),5.8,-1.1,1.8,8.6,1.7
-6.1,3.0,-5.5,5.9,-4.4,O=C(Oc1coc(CSc2ncccn2)cc1=O)c1cccc([N+](=O)[O-])c1,2.7,6.5,-0.4,-1.0,-3.1
-5.2,-2.8,-67.5,12.0,-19.5,CCC1CCCCN1c1nc2c(C=O)c(C)nn2c2ccccc12 (configuration not stated),-7.9,-7.3,-68.2,-3.5,-7.2
3.6,-5.9,-13.4,1.1,0.0,Cc1oc(-c2ccc(Cl)cc2)nc1CS(=O)CC(=O)NCc1ccccc1 (configuration not stated),0.8,2.9,-3.0,2.6,-3.8
3.5,-1.7,3.4,3.1,-2.1,COCCCNS(=O)(=O)c1ccc(S(=O)(=O)N2CCCC2)cc1,-1.1,1.8,1.6,0.6,-2.9
4.4,0.2,-8.5,0.6,-22.2,O=C(COC(=O)c1ccc[nH]c1=O)Nc1ccc(S(=O)(=O)N2CCCC2)cc1,-4.8,-7.8,-1.0,-4.7,-9.6
2.6,2.1,0.0,8.3,-7.1,CCOc1cc(CNn2cnnc2)cc(Br)c1OCC(=O)NC1CCCCC1,2.5,1.0,-1.1,0.8,-3.0
4.4,4.5,3.5,7.2,-4.0,Cc1ccc(NC(=O)CSc2nc(C)c(C)c(C)n2)c([N+](=O)[O-])c1,-2.0,2.5,0.4,-1.2,-1.2
-7.3,-2.6,-7.2,-13.3,-2.6,Cc1cccc(-c2n[nH]c(S(C)(=O)=O)c2C#N)c1,4.9,4.1,-1.8,-12.3,-2.4
-4.8,-4.4,2.5,4.4,0.4,COc1ccc(NC(=O)C2CCC(CNS(=O)(=O)c3cccs3)CC2)cc1 (configuration not stated),6.0,7.0,0.8,1.2,0.0
-0.4,-1.2,0.6,0.3,2.0,CC1(C(=O)NC2CCCC2)CCC(=O)N1C1CCN(Cc2ccccc2)CC1 (configuration not stated),-0.6,-4.0,2.1,-13.5,-3.0
-1.0,-6.6,5.1,13.1,-10.2,Cc1cn(C2OC(COC(=O)c3ccccc3)C(O)C2O)c(=O)[nH]c1=O (configuration not stated),-5.8,-2.2,4.3,7.2,-0.1
0.0,3.8,3.0,-9.0,-6.5,CC[C@H](C)[C@H]1CNC(=S)N1CC1CCN(CC2CCC(C)CC2)CC1 (some centres not stated),6.4,5.4,0.8,1.4,-6.9
1.5,0.4,-4.4,-3.1,-3.0,O=C(Cc1cccs1)NCc1cc(Cl)cc(Cl)c1,1.3,5.2,-4.0,1.7,-2.5
-4.8,2.4,-14.2,4.9,-69.2,Cc1cc(=O)oc2c(C)c(OC(C)C(=O)NCCCn3ccnc3)ccc12 (configuration not stated),3.5,13.6,-4.2,-1.0,-18.9
-2.6,-5.7,-3.3,5.3,-0.4,COc1cc(C(=O)NCCC(=O)N2CCN(C)CC2)cc(OC)c1OC,-4.8,0.8,3.1,-4.8,0.2
0.7,-7.8,-11.6,5.5,-6.2,COc1ccc2c(=O)c3c(=O)n(-c4ccccc4)c(-c4ccco4)nc3oc2c1,-2.8,9.2,-11.6,4.0,-1.7
-4.1,-2.5,-338.3,5.5,i,O=c1c(-c2cccs2)nc2ccccc2n1C(c1ccccn1)c1nc2ccccc2[nH]1 (configuration not stated),-10.4,0.6,-236.5,17.6,-311.2
-6.9,2.0,-1.7,7.4,-1.6,CN(C)c1ccc(-n2cccc2/C=N/n2cnnc2)cc1,5.6,0.9,-3.9,-6.4,-0.6
-0.8,-2.3,-30.2,8.9,-2.1,COc1ccc(/C=C/c2ccc3c(Br)ccc(O)c3n2)cc1,-1.4,15.2,-19.7,4.6,-5.2
-0.6,0.5,2.3,-20.0,-4.6,Cc1ccc(C)c(N(C(=O)CS(=O)CC(=O)Nc2ccc3c(c2)OCO3)C(C)C(=O)NC2CCCC2)c1 (configuration not stated),4.9,2.0,1.2,-8.1,-3.4
-0.1,-0.5,-9.1,3.0,-10.5,Cc1ccc(-c2onc3ccc(C4(C)OCCO4)cc23)cc1,-0.2,-7.7,-10.3,7.2,-4.8
2.1,-4.0,1.9,-4.2,1.6,Cc1ccc(C)c(NC(=O)c2oc(=O)c3ccccc3c2-c2ccccc2)c1,1.2,-2.0,0.0,7.9,0.8
-1.3,-5.6,-0.8,13.9,3.9,Cc1ccc(NC(=O)CSc2ccccc2NC(=O)c2ccccc2)cc1Cl,2.3,4.9,-1.0,-7.5,0.2
4.7,-4.2,-0.1,-0.1,-8.3,Cc1ccc(S(=O)(=O)Cn2nnnc2C(c2ccc(F)cc2)N2CCC(C(N)=O)CC2)cc1 (configuration not stated),2.3,5.8,-2.7,-15.5,-5.4
-5.7,11.2,-1.1,13.5,-4.3,CC(OC(=O)c1cccnc1)C(=O)NCc1ccc2c(c1)OCO2 (configuration not stated),-5.6,0.7,-1.9,-1.9,-4.3
0.5,-4.3,-5.4,-2.6,-8.0,COc1ccc(CNC(=O)Nc2cccc3ccccc23)cc1,-3.7,9.2,-4.5,1.3,-8.6
7.3,-0.8,0.0,12.2,-1.3,Cc1cc(C(=O)CN2C(=O)c3ccccc3S2(=O)=O)c(C)n1CC1CCCO1 (configuration not stated),5.0,6.0,-6.0,6.6,-2.5
-3.7,-7.3,2.9,-3.2,12.0,O=C(CCCN1C(=O)/C(=C/c2ccccc2)SC1=S)Nc1cccc(O)c1,8.5,-3.3,3.5,8.7,6.8
2.0,-6.9,-8.8,7.3,-1.5,CN(C)C(=O)C1Cc2ccccc2CN1S(=O)(=O)c1ccc(F)cc1 (configuration not stated),2.1,-7.4,0.1,6.3,-5.3
-3.5,-10.5,-6.3,9.2,-8.3,CC(C)c1ccc(O)c(C(=O)c2cnn(-c3ccccc3)c2)c1,-4.8,-13.8,-3.0,5.9,-1.6
-1.0,-3.9,-0.7,-9.8,-10.9,CCOC(=O)Cn1c(CN(C)Cc2ccccc2)nc2c1c(=O)n(C)c(=O)n2C,-1.4,-4.9,-3.6,1.6,-6.0
-3.6,-2.0,-24.8,16.9,-0.9,Clc1ccc(-c2csc(N/N=C/c3ccco3)n2)cc1,1.3,-9.5,-8.1,3.6,-1.2
-0.5,1.9,1.7,1.2,-3.2,CCCN(C)C1CN(Cc2cn(Cc3ccc(C(F)(F)F)cc3)nn2)S(=O)(=O)C1 (configuration not stated),3.6,5.9,0.1,-1.5,-4.4
-3.0,3.8,3.2,7.2,0.3,CCOc1ccccc1Oc1ccc(C(F)(F)F)cn1,-8.5,-1.8,5.2,6.2,0.4
9.1,3.0,-8.3,-13.4,0.5,CCC(c1nnnn1CS(=O)(=O)c1ccc(C)cc1)N1CCC(C(N)=O)CC1 (configuration not stated),3.3,8.1,2.8,2.1,-2.0
-7.3,3.7,-4.8,0.6,3.0,CCn1c(SCC(=O)NCc2ccc3c(c2)OCO3)nc2c(c1=O)SCC2,-4.2,0.5,3.5,-5.2,4.3
9.2,4.0,-4.1,3.1,-2.4,CC(C)c1ccc(NC(=S)N2CCN(C)CC2)cc1,7.5,-5.2,-0.3,-3.6,-7.9
-3.5,9.4,-1.6,-4.3,5.0,CC(=O)c1ccc(N2CCN(c3ccc(C(F)(F)F)cn3)CC2)cc1,-7.3,-6.5,-4.2,4.5,5.1
-2.4,0.6,-2.6,7.4,-5.8,CCCCC(=O)N(c1ccc(OCC)cc1)C1C=CS(=O)(=O)C1 (configuration not stated),2.2,-3.3,7.1,0.7,-3.5
1.4,4.2,-3.4,-14.2,1.0,CC1CC(C)(C)NC(=S)N1CCCC(=O)Nc1ccc2c(c1)OCCO2 (configuration not stated),10.7,0.0,0.2,1.7,-0.9

# Single records (already shown). Order of values: DDE Tn7 FP inh, SIAE inh, PLCb3 inh, ARFGAP1 inh, ADAM10 inh, DDE Tn6 FP inh, TDP2 absorb, PLC-gamma1 inh, ASAP1 inh, ADAM17 inh
# COc1cc(C(=O)NCCC(=O)N2CCN(C)CC2)cc(OC)c1OC as listed: -2.6, -5.7, -3.3, 5.3, -0.4, -4.8, 0.8, 3.1, -4.8, 0.2
# Cc1cc(C(=O)CN2C(=O)c3ccccc3S2(=O)=O)c(C)n1CC1CCCO1 (configuration not stated) as listed: 7.3, -0.8, 0.0, 12.2, -1.3, 5.0, 6.0, -6.0, 6.6, -2.5
